# VLA-4 inh – inhibition in a human VLA-4 binding assay; VLA-4 expressing cells, ligand binding flow cytometry; 330,000 tested, 0.2% active; P13612; AID 2557; inhibition, % (about 7 µM as worked out from the volumes in the protocol); in the data active = inhibition above about 50%
# core dimer inh – HCV core protein dimerization inhibition. TR-FRET GST/Flag-core106 dimerization, 1536-well. 300,000 tested, 0.33% active. inhibition, % at 5 µM. AID 1899;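 active = inhibition above the mean of all tested compounds plus 3 SD, set per screening campaign, cut at about 45% in these data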
#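 test system = GST/Flag-tagged HCV core106 proteins | probe or stimulus = Eu donor and XL665 acceptor anti-tag antibodies | times = compound-protein-antibody incubation 4 h at 22.5 °C | signal = TR-FRET, excitation 340 nm, emission 617 and 671 nm | measure = percent inhibition of core106 dimerization signal | controls = wells lacking GST-core106 and wells with excess unlabelled core106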
# PP1 inh – counter-screen for PP5 inhibitors: inhibitors of human PP1-alpha; purified PP1alpha, OMFP fluorescence; P62136; 320,000 tested, 0.9% active; inhibition, % at 6.7 µM;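 active = inhibition above the mean inhibition of all tested compounds plus 3 SD, computed separately for each screening campaign, cut at about 15% in these data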
# Fh CTSL1 inh – blocks F. hepatica cathepsin L1 in PFM18AAP counter-screen; recombinant F. hepatica cathepsin L1, Z-Leu-Arg-MCA fluorescence; inhibition, % at 5.96 µM; 300,000 tested, 0.49% active; AID 1906;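 active = inhibition above the mean of all tested compounds plus 3 SD, set per screening campaign, cut at about 17% in these data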;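 note: 0% = plate median of test compound wells and 100% = 1 µM Z-Phe-Ala-diazomethylketone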
# GASC-1 inh – inhibitors of human GASC-1 (JMJD2C) demethylase. inhibition, % at 2.35 µM. GST-JMJD2C(1-420) H3K9me3 demethylation, DELFIA europium. Q9H3R0. 330,000 tested, 0.069% active. AID 2099;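 active = more than half of a compound's replicate wells show inhibition beyond 50%, single wells judged on their own value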;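 note: signal counts dimethyl H3K9 product captured on neutravidin plate; 0% = median of DMSO wells and 100% = 0.3 times that DMSO median; strong numbers were not always called active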
# Target sequence (Q9H3R0 1-420 limits assumed): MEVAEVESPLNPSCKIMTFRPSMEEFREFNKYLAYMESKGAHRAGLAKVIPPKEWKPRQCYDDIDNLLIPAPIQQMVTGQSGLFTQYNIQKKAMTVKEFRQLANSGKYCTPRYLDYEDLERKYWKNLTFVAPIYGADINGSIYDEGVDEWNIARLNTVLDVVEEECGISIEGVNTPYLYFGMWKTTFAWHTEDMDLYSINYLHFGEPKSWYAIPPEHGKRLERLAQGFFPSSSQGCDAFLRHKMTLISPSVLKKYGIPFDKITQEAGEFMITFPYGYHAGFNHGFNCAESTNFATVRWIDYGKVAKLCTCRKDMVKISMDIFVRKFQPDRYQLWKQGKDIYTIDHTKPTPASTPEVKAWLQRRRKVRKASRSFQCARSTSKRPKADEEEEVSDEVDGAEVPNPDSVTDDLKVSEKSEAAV
# PP5 inh – blocks human protein phosphatase 5 activity. AID 1987. 320,000 tested, 0.18% active. P53041. inhibition, % at 6.7 µM. purified PP5c, OMFP substrate fluorescence;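 active = inhibition above the campaign's mean inhibition across all tested compounds plus 3 SD, cut at about 9.5% in these data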;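 note: 0% = DMSO only and 100% = 100 µM cantharidin control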
# Target sequence (P53041 whole entry, looked up): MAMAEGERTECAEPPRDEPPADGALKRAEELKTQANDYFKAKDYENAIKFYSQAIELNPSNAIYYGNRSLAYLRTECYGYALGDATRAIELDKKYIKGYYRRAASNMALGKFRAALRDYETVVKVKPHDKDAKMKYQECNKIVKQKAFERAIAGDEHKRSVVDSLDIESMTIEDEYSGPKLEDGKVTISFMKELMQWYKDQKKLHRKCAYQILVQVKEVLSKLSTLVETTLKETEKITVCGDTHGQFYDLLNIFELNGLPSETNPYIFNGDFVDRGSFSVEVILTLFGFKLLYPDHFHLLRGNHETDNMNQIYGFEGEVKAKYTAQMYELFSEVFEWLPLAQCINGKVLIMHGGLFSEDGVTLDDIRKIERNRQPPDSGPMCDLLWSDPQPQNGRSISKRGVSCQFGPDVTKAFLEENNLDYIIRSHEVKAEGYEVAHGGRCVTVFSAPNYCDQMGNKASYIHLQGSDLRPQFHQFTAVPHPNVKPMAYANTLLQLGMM
# procasp3 activ – activators of human procaspase-3. AID 463141. P42574. 330,000 tested, 0.11% active. activation, % at 8.5 µM. recombinant procaspase-3 D3A, Ac-DEVD-pNA absorbance 405 nm;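 active = activation above the mean of all tested compounds plus 3 SD, cut at about 21% in these data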;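 note: 0% = DMSO alone and 100% = DMSO wells spiked with extra 5 µM PC-3 D3A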
#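 Evaluation: percent activation relative to control range; Material: Procaspase-3 D3A mutant, all three cleavage aspartates alanine; Compound: single dose, 8.5 µM nominal compound, 0.8% DMSO; Replication: one well per compound; Signal: absorbance at 405 nm, 0 and 120 min; Schedule: 1 h preincubation plus 2 h reaction at 25 °C.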
# GRK2 inh – inhibitors of human GRK2 displacing RNA aptamer. P25098. bead flow cytometry, FAM-aptamer displacement from GRK2. inhibition of aptamer binding, % at 10 µM. 330,000 tested, 0.59% active;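 active = inhibition of aptamer binding above 40%, roughly 3 SD of noise, on plates passing a quality check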;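 note: median bead fluorescence of bound FAM aptamer so fluorescent compounds give negative values; no value below 0 was filed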
# procasp7 counter – activates human procaspase-7, counter-screen for procaspase-3 activators; P55210; recombinant procaspase-7, Ac-DEVD-pNA absorbance 405 nm; D23A/D198A/D206A triple mutant, cannot self-cleave; scale: DMSO 0, 5 µM enzyme 100; activation, % at 8.5 µM; 330,000 tested, 0.093% active; AID 463210;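 active = percent activation above the screen-wide mean plus 3 SD, cut at about 25% in these data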
#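 signal = Epi-absorbance of released pNA at 405 nm, two timepoints | assay system = Uncleavable procaspase-7 mutant enzyme | reagent = Ac-DEVD-pNA substrate, 400 µM as added | times = 1 h enzyme–compound preincubation and 2 h substrate reaction, both 25 °C | benchmarks = low DMSO alone, high DMSO plus 5 µM PC-7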
# Starred values were filed as active, the others as inactive; . = no result given; & = joins results of further samples.
Structure	VLA-4 inh	core dimer inh	PP1 inh	Fh CTSL1 inh	GASC-1 inh	PP5 inh	procasp3 activ	GRK2 inh	procasp7 counter
CC1CCC(C(=O)NC(C(=O)NCCCN2CCOCC2)C(C)C)CC1 (centres undefined)	-11	1	-3	12	-2	-2.2	5	0	3
CCC(Oc1ccccc1)C(=O)Nc1nc2c(s1)C(=O)CC(C)(C)C2 (centres undefined)	-2	8	-2	3	-1	-2.3	6	1	-4
Cc1c(C)n(C)c2ccc(C(=O)NCCCN3CCN(c4ccccc4F)CC3)cc12	3	6	2	1	4	1.1	8	0	8
Cc1cccc(NC(=O)CCN2CC(C)CC(C)C2)c1 (centres undefined)	12	-2	1	-3	-6	0.7	2	3	7
O=C1[C@@H]2[C@H](C(=O)N1Cc1cccnc1)[C@H]1C=C[C@@H]2C1	1	-3	-1	2	2	3.5	6	0	7
CCc1ccc2[nH]c(=O)c(CN(Cc3ccccc3OC)Cc3nnnn3Cc3ccco3)cc2c1	-4	27	13	-2	-9&-3	1.9	-23	0	-34
CC1Oc2ccccc2N(CC(=O)c2ccc(F)cc2)C1=O (centres undefined)	22	-2	2	-2	13	3.1	2	1	3
CCOc1ccc(NC(=O)CSc2nnc(CCNC(=O)c3ccc(OC)cc3)n2CC)cc1	5	-4	-1	-1	-9	4.4	4	5	-11
O=C(CN1C(=O)NC2(CCCCCCC2)C1=O)Nc1ccc(Br)cc1	2	.	1	.	-31	1.5	2	2	-4
COc1ccccc1NC(=O)CC(=O)Nc1ccccc1OC	-6	-6	-1	0	-6	-0.7	15	0	4
O=C(O)CCc1nc(-c2ccccc2)no1	22	-9	-10	-3	-6	-3.0	-4	0	-3
COc1ccccc1/C=C/C=N/N1CCN(Cc2ccccc2)CC1	11	-14	2	-3	-1	3.2	4	0	1
O=C(CS(=O)(=O)c1cn(Cc2cccc(F)c2)c2ccccc12)N1CCCCC1	-7	3	-1	-13	7	1.7	14	0	4
Cc1cc(N2CCN(C3CCCCC3)CC2)n2nc(C)nc2n1	-10	-3	-4	-2	7	1.5	2	1	2
N/C(=N\N=C\c1ccc2c(c1)OCO2)c1nonc1N	17	-11	0	0	1	0.8	-4	3	-5
C=CCn1c(SCC(=O)Nc2ccccc2F)nc2ccccc2c1=O	-1	0	-2	4	-4	-1.1	-10	0	-7
CSC1=C(C#N)C(c2ccccc2Cl)C(C(=O)c2cccs2)C(O)(C(F)(F)F)N1 (centres undefined)	9	1	1	0	-25	2.1	-14	1	-4
C/C(N)=C(/C#N)C(=O)CSc1nc2ccccc2c(=O)n1Cc1ccc(F)cc1	1	8	9	2	0	2.2	1	8	-1
COc1ccc(C)cc1S(=O)(=O)Nc1ccc(F)c(Cl)c1	0	-1	-2	0	-15	3.9	1	0	7
CNC(=S)Nc1cccc(C(C)=O)c1	1	-3	-2	2	7	-1.7	3	2	-4
COc1ccc(S(=O)(=O)N(CCCN2CCOCC2)Cc2ccc(OC)c(OC)c2)cc1	8	-1	-3	-5	-14&4	2.8	8	0	5
CC(C)c1ccc(C(O)P(=O)(OC2CCCCC2)OC2CCCCC2)cc1 (centres undefined)	16	4	4	3	6	5.9	3	0	0
Cc1cccc(N2CCN(C(=O)CC(NC(=O)c3ccccc3Cl)c3ccccc3)CC2)c1C (centres undefined)	-3	13	3	3	-1	2.3	-3	3	2
CCc1nnc(NC(=O)Cc2sc(C)nc2-c2ccc(C)cc2)s1	5	-1	-3	-1	4	1.0	-3	2	4
CCC(OC(=O)C(NC(=O)c1ccccc1)c1ccccc1)C(=O)Nc1cc(C)on1 (centres undefined)	12	5	-3	-8	-7	1.3	0	3	4
Cc1csc(NC(=O)c2cc3c(C)nn(Cc4ccccc4Cl)c3s2)n1	-9	-6	1	-2	0	4.3	1	2	4
CCOc1ccc(NC(=O)CN(C)C(=O)CCNC(=O)c2ccc(Br)cc2)cc1OCC	-2	-2	-1	-2	4	-2.5	4	39	9
Cc1nc(CC(=O)NNS(=O)(=O)c2ccc(F)c(Cl)c2)cs1	-7	2	-5	-5	-1	1.9	-1	1	8
Cc1ccc(Cl)c(NC(=O)CSc2cccc[n+]2[O-])c1Cl	6	.	.	.	8	.	3	0	12
Cc1ccc(-n2nnnc2SCC(=O)c2ccc3c(c2)NC(=O)CO3)c(C)c1	0	3	-3	5	-2	2.7	-2	4	-10

# (listing goes on)
Structure	VLA-4 inh	core dimer inh	PP1 inh	Fh CTSL1 inh	GASC-1 inh	PP5 inh	procasp3 activ	GRK2 inh	procasp7 counter
CN(C)C(CNC(=O)c1cccs1)c1ccco1 (centres undefined)	-4	.	-4	.	.	-2.2	1	0	1
COc1cc(C(=O)N2CCN(C)C(C)C2)ccc1OC1CCN(C(C)=O)CC1 (centres undefined)	4	15	-4	-4	0	0.4	0	0	8
COc1cccc(CN2CCNC(=O)C2CC(=O)N2CCCCO2)c1OC (centres undefined)	4	0	-1	2	-4	0.5	1	0	-4
COCCNC(=O)CN(C(=O)CCC(=O)Nc1cc(C)on1)c1cccc(C)c1C	8	-1	-2	2	-11	-1.1	9	0	3
O=C(NCCc1ccccc1)C(c1cccs1)N(C(=O)c1csnn1)C1CC1 (centres undefined)	5	3	3	-8	11	3.2	-3	0	11
COC(=O)C1(C(O)C(=O)c2ccc(C)cc2C)CCCCC1 (centres undefined)	19	-2	0	2	9	0.5	-8	3	6
CCOC(=O)c1c(NC(=O)CSc2nnc(C)s2)sc2c1CCCCC2	-5	10	13	2	11	2.6	2	2	-5
COc1ccc(-c2cc(C)no2)cc1S(=O)(=O)NCC(C)c1ccccc1 (centres undefined)	1	5	-1	-3	10	2.9	9	0	-3
Cc1cc(C)cc(NC(=O)N2CCCN(Cc3c(F)cccc3Cl)CC2)c1	31	2	-5	0	-24	3.9	1	3	-1
O=C1C2CC=CCC2C(=O)N1c1n[nH]c(-c2ccccc2)n1 (centres undefined)	-2	-1	0	-4	-3	-1.9	1	1	1
CCOc1cccc(CNCc2cccnc2)c1OCc1ccccc1	-3	-3	0	2	-7	0.9	-1	1	5
O=C(C1CCC(CNc2c(N3CCCCC3)c(=O)c2=O)CC1)N1CCCCC1 (centres undefined)	31	-12	-4	-6	5	0.9	12	0	8
COc1ccc(CN2C(=O)c3cccnc3C2Nc2cc(Cl)ccc2OC)cc1 (centres undefined)	6	0	27*	-7	2	8.0	-12	0	-19
Cc1ccc(N2CCN(S(=O)(=O)c3ccc4oc(=O)ccc4c3)CC2)c(C)c1	-7	4	3	-1	29	5.1	-10	1	2
O=c1c2ccccc2nnn1Cc1ccccc1	-10	-1	4	-2	11	1.3	9	0	10
CCNc1sc(C(=O)c2cccs2)c(N)c1C#N	-10	-5	1	5	11	-0.2	-6	4	-12
CC(C)c1ccc(Nc2c([N+](=O)[O-])c(=O)n(C)c3ccccc23)cc1	13	8	5	0	6	0.7	7	.	13
CCC1CCCCN1C(=O)CSc1nnc(-c2ccco2)o1 (centres undefined)	4	0	-2	3	8	-2.1	-10	2	9
CCC(=O)c1cc2c(cc1NC(=O)c1ccccc1)OCCO2	19	4	-5	-1	-1	2.1	-3	0	3
COc1ccc(S(N)(=O)=O)cc1C(=O)NCC1(N2CCCCC2)CCCCC1	5	2	-1	-3	4	0.4	5	0	0
Cc1noc(/C=C/c2ccccn2)c1[N+](=O)[O-]	4	9	-4	-3	2	-0.5	-2	1	10
O=C1CC(c2ccccc2)n2nc(NC(=O)c3cccs3)nc2N1 (centres undefined)	-6	0	-2	1	9	-2.3	0	0	-2
COc1ccc(S(=O)(=O)NC2CCCCC2)cc1C	10	4	2	-1	-4	2.0	0	0	3
O=Nc1c(-c2cccc([N+](=O)[O-])c2)nc2ncccn12	0	-7	-5	1	-46	2.2	-1	0	12
CCO/C(C)=C1\N=C(c2ccc(Cl)cc2)OC1=O	13	-7	-3	2	-4	-6.2	-5	0	1
Cc1ccc(NC(=O)Nc2ccccc2CC[N+](=O)[O-])cc1	4	-1	-6	0	-3	-2.5	-1	1	3
CC(NS(=O)(=O)/C=C/c1ccccc1)c1ccccc1 (centres undefined)	-2	0	-2	6	.	-1.2	14	0	-2
CCOc1ccc(CCNC(=O)c2nnn(CC(=O)Nc3c(C)cc(C)cc3C)c2N)cc1OCC	27	1	0	-2	-2	1.9	8	0	5
CC(C)(C)C(=O)COC(=O)CCc1nc2ccccc2[nH]c1=O	11	0	-1	0	-3	1.4	4	1	-3
Cc1cccc(NC2=C(Cl)C(=O)OC2OC(=O)c2ccco2)c1 (centres undefined)	28	6	0	16	-7	2.6	-20	3	-11

# Remaining list, next part:
Structure	VLA-4 inh	core dimer inh	PP1 inh	Fh CTSL1 inh	GASC-1 inh	PP5 inh	procasp3 activ	GRK2 inh	procasp7 counter
CC(=O)N1CCc2cc(C(=O)CN3CCN(c4ccccn4)CC3)ccc21	8	2	-3	-3	1	-3.0	2	0	6
O=C(COC(=O)c1cc(Cl)ccc1[N+](=O)[O-])NCc1ccc(Cl)cc1Cl	2	6	1	1	11	4.3	7	0	0
FC(F)(F)c1n[nH]c(=S)n1/N=C/c1ccco1	9	-4	-2	-3	0	-1.6	-1	0	6
CC(=O)c1ccc(NC2c3ncccc3C(=O)N2Cc2ccc(F)cc2)cc1 (centres undefined)	-3	-2	-2	0	-29	0.8	2	3	-8
O=C(O)COc1cccc(NC(=O)C2CCCO2)c1 (centres undefined)	4	-5	-2	-1	-3	4.1	-1	0	9
COc1ccc(CNC(=O)CC(C)S(=O)(=O)c2ccc3c(c2)NC(=O)CO3)cc1 (centres undefined)	-8	2	2	-3	1	-1.4	3	3	-12
COc1ccc(N(C(=O)c2csnn2)C(C(=O)NC2CCCC2)c2cccs2)cc1 (centres undefined)	4	10	1	-2	2	1.4	0	4	3
Cc1ccccc1C(=O)Nc1c2c(nc3ccccc13)CCCC2	.	1	-2	0	-3	0.9	-6	0	-5

# Some entries already given, reduced to core dimer inh:
molecule,core dimer inh
FC(F)(F)c1n[nH]c(=S)n1/N=C/c1ccco1,-4
CC(=O)c1ccc(NC2c3ncccc3C(=O)N2Cc2ccc(F)cc2)cc1 (centres undefined),-2
O=C(O)COc1cccc(NC(=O)C2CCCO2)c1 (centres undefined),-5
COc1ccc(CNC(=O)CC(C)S(=O)(=O)c2ccc3c(c2)NC(=O)CO3)cc1 (centres undefined),2
COc1ccc(N(C(=O)c2csnn2)C(C(=O)NC2CCCC2)c2cccs2)cc1 (centres undefined),10
